# HSP90 inh – HSP90 refolding inhibition in rabbit reticulocyte lysate | luciferase refolding luminescence, 3 h | 290,000 tested, 0.91% active | inhibition, % at 5.6 µM | AID 1789;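 active = inhibition above the screen-wide mean plus 3 SD, computed separately per campaign, cut at about 16% in these data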;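 note: 0% = DMSO wells and 100% = 60 µM geldanamycin wells; inhibitors lower the luminescence because luciferase stays unfolded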
# Platelet DG rel – modulates dense granule release in human platelets; human platelet-rich plasma, SFLLRN dense granule ATP release, luminescence; inhibition, %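 (compounds screened at 7.5 µM in platelet-rich plasma)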; 300,000 tested, 0.22% active; AID 1663;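 active = mean replicate score, as percent of positive control, at or above 50; inconclusive = mean below 50 but at least one replicate at or above 50; inactive = mean and every replicate below 50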
# Dyrk1A ADPGlo – blocks rat Dyrk1A kinase activity; Q63470; ADP-Glo luminescence, NFATc1 peptide; inhibition, % at 12.5 µM; 310,000 tested, 0.43% active; AID 504441; in the data active = inhibition above about 50%;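 note: plate controls were vehicle with enzyme for no effect and no enzyme for full effect; many of its hits are not listed in these tables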
# HSF1 activator – increases HSF-1 driven luciferase reporter signal. NIH3T3-HGL HSF-1 luciferase reporter, MG132, 8 h; 100% = twice DMSO control signal. activation, % at 9 µM. 300,000 tested, 1.7% active;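 active = mean replicate activation of at least 50% with a set share of replicates each reaching 50%; inconclusive = only one of those two conditions met; inactive = mean below 50% and too few replicates reaching it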;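 note: 0% = median of the neutral control wells and 100% = twice that signal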
# HSF1 inhib – HSF1 inhibition. AID 2098. 300,000 tested, 0.77% active. activity change, negative = inhibition, % at 7.5 µM (by protocol). NIH3T3-HGL HSE-luciferase, MG132-induced, luminescence 8 h; stronger effect = lower value;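 active = more than half of replicate wells show activity change below -50%, luminescence cut by over half; inconclusive = some wells, but at most half, below -50%; inactive = no replicate well below -50%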;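 note: luciferase reports HSF-1 transcriptional activity via heat shock element; 0% = median of DMSO wells and -100% = zero luminescence signal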
# GSK3A inh – human GSK-3 alpha kinase inhibition; P49840; ADP-Glo luminescence, 60 min; inhibition, % at 10 µM; 320,000 tested, 0.1% active; AID 2650;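 in the data active = inhibition above about 50%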;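 note: GST-tagged GSK-3 alpha with peptide substrate and 25 µM ATP; 0% = DMSO neutral wells and 100% = GW8510 positive control wells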
# Target sequence (P49840 whole entry, looked up): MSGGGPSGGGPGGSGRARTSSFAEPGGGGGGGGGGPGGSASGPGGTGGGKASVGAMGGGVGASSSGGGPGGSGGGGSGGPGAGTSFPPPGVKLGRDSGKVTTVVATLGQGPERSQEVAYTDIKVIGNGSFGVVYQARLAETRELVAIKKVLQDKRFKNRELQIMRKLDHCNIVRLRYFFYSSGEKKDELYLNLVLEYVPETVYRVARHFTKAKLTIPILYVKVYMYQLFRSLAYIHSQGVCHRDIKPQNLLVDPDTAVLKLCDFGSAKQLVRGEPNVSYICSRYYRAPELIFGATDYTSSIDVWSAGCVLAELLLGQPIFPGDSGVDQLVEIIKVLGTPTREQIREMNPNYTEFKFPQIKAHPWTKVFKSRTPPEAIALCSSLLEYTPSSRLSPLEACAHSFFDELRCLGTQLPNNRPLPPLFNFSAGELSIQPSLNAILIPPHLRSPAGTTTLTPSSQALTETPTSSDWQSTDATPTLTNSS
# PolyA inhibitor – inhibitors of polyadenylation in S. cerevisiae; S. cerevisiae SKY197-pL101 polyadenylation reporter, beta-gal luminescence; efflux-impaired pdr1/pdr3 knockout yeast; score 100 = 6 SD above DMSO; calls only at 12 µM; 300,000 tested, 0.02% active;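 active = lowest replicate activity score at least 50, where 100 means six control SD above control mean; inconclusive = lowest score under 50 but half or more replicates reach 50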;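 note: yeast exposed to compound for 9 h at 30 °C; higher score means more reporter readthrough which indicates perturbed polyadenylation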
# AI-2 QS modul – modulators of Vibrio harveyi AI-2 quorum sensing system | Vibrio harveyi JMH597 AI-2 luminescence/OD600 ratio, 9 h; stronger effect = lower value; strain lacks LuxN and CqsS sensors; 0 = neutral-control median | AID 2094 | activity change, % at 7.5 µM | 300,000 tested, 0.4% active; in the data active = activity change below about -75%, passing the limit was not always enough; inconclusive = no clear call, values can overlap the other calls;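 note: luminescence divided by OD600 gain over 9 h not by final OD600 alone; inactives centre near 13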
# GSK3B inh – human GSK3beta kinase inhibition; P49841; GST-GSK3beta kinase, ADP-Glo luminescence, 60 min; stronger effect = lower value; activity score (negative = inhibition), % at 10 µM; 300,000 tested, 0.038% active;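 active = more than half of replicate wells score below -50%, meaning over 50% inhibition versus plate controls; inconclusive = some replicates but at most half score below -50%; inactive = no replicate scores below -50%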;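 note: 0% = median DMSO wells and -100% = median GW8510 positive control wells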
# Target sequence (P49841 whole entry, looked up): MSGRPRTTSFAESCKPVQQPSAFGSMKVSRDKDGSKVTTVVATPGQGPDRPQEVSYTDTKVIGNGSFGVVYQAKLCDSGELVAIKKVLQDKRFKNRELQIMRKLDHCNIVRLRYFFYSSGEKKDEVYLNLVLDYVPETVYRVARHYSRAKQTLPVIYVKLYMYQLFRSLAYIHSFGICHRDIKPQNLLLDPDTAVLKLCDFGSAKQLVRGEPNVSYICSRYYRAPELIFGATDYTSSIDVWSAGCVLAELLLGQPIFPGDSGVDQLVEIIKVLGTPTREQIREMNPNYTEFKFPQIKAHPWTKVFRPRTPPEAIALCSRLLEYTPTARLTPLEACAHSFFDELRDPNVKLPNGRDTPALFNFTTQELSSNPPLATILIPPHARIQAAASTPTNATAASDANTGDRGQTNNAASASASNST
#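 Test system: GST-tagged human GSK3beta kinase, cell-free; evaluation: activity score scaled between in-plate DMSO and GW8510 controls; measured by: ADP-Glo luminescence; incubation: 60 min reaction, RT; benchmarks: DMSO and 20 µM GW8510; reagent: peptide substrate plus 25 µM ATP (final); medium: Tris/MgCl2 kinase buffer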
# HDAC3 inhib – human HDAC3 inhibition | recombinant HDAC3, fluorogenic peptide/trypsin coupled, fluorescence | inhibition, % at 8.3 µM | 320,000 tested, 0.15% active; in the data active = inhibition above about 26%, passing the limit was not always enough; inconclusive = no clear call, values can overlap the other calls
# Starred values were filed as active, the others as inactive; i = inactive; ? = inconclusive; . = no result given.
SMILES,HSP90 inh,Platelet DG rel,Dyrk1A ADPGlo,HSF1 activator,HSF1 inhib,GSK3A inh,PolyA inhibitor,AI-2 QS modul,GSK3B inh,HDAC3 inhib
COc1ccc(-n2c(=O)[nH]cc(C(=O)Nc3ccc4c(c3)OCCO4)c2=O)cc1,6,9,-5,0,-7,-3,i,24,0,-7
Cc1cccc(CCNCc2c(C(=O)O)c(C)n(-c3ccccc3)c2C)c1,1,2,4,3,-6,0,i,19,-3,0
Fc1ccc(OCc2nn[nH]n2)c(F)c1,2,14,-4,4,-9,-1,i,13,2,-2
CCOC(=O)c1cccc(NC(=O)Nc2ccc(OCC)cc2)c1,3,3,-6,16,-3,-1,i,8,4,2
CC(=O)NCCC(=O)N1CCc2c([nH]c3ccccc23)C1c1cccc(C)c1 (centres undefined),-1,-3,1,21,18,0,i,9,2,4
CCn1c(SCC(=O)N2CCOCC2)nc2ccccc21,0,1,1,33,12,3,i,25,3,?
Cc1c(NC(=S)NC(=O)c2ccc(Cl)cc2)c(=O)n(-c2ccccc2)n1C,.,-17,-3,-11,1,0,i,29,0,4
COC(=O)c1cc(OC)c(OC)cc1NC(=O)c1c(-c2ccccc2)noc1C,2,9,-3,-10,-2,-1,.,-1,-11,0
COc1ccc(-c2cc(C(F)(F)F)nc(SCC(=O)NCCN3CCOCC3)n2)cc1OC,0,?,7,-9,-3,-2,i,35,2,1
CC(C)N(N=Nc1ccc([N+](=O)[O-])cc1)C(C)C,-1,4,-6,15,2,-1,i,4,3,-6
Cc1cc(C)c(S(=O)(=O)NCCc2cc3ccc(C)c(C)c3[nH]c2=O)c(C)c1,0,3,-1,-11,2,-2,.,8,-2,-2
C=CCn1c(SCC(=O)N2CCN(c3ccccc3)CC2)nnc1-c1ccco1,-3,-2,-1,-9,-11,-2,i,27,3,4
Cc1ccccc1-n1c(=S)[nH]c2nc3c(cc2c1=O)COC(C)(C)C3,-1,6,12,3,-6,-2,i,6,-3,1
O=C(CCNC(=O)c1ccccc1Cl)Nc1cc(S(=O)(=O)N2CCOCC2)ccc1N1CCCC1,0,5,0,-3,-5,1,i,15,3,1
COc1ccc2nc(NCCNC(=S)NCCCN3CCOCC3)c(C#N)cc2c1,3,1,3,-11,-4,8,i,11,1,-18
CCCC(=O)Nc1nc2nc(C)cc(=O)n2[nH]1,5,1,-2,3,-4,0,i,14,2,0
Cc1nn(Cc2ccc(Cl)cc2Cl)c(C)c1NC(=O)c1nn(C)cc1Cl,-3,8,-3,-19,4,-6,i,24,-4,2
Cc1onc(-c2c(Cl)cccc2Cl)c1COC(=O)c1ccc(Cl)cc1[N+](=O)[O-],2,-2,2,26,7,2,i,9,0,1
O=C(NNC1=NS(=O)(=O)c2ccccc21)c1ccccc1Cl,1,0,1,-9,3,-2,i,5,-3,0
N=c1c(C(=O)NCc2ccc3c(c2)OCO3)cc2c(=O)n3ccccc3nc2n1CC1CCCO1 (centres undefined),-3,7,-6,6,-3,1,i,14,2,3
COC(=O)c1nnn(-c2nonc2N)c1CSc1nc2ccccc2o1,-3,-5,5,19,1,32,i,18,0,4
O=[N+]([O-])c1ccc(-c2nn(-c3ccccc3)cc2/C=N/n2c(-c3ccncc3)n[nH]c2=S)cc1,0,-4,-7,-9,-17,0,i,23,2,1
CCOC(=O)c1nnc(-c2ccccc2)nc1Sc1ccccc1Cl,4,10,2,159*,130,-2,i,17,-1,2
Cc1ccc(S(=O)(=O)NCCC(=O)NCCSc2ccc(Br)cc2)cc1,2,9,5,8,15,-1,i,7,-2,0
Cc1ccc(S(C)(=O)=NC(=O)NC(=O)c2c(F)cccc2Cl)cc1 (centres undefined),1,9,0,3,-1,0,i,12,3,-2
O=C(O)COCC(=O)Nc1ccc2c(c1)ncn2CCc1ccccc1,3,2,-5,1,-7,-1,i,11,-21,-2
COc1ccccc1NC(=O)N1CCN(c2ncccn2)CC1,2,12,5,0,0,3,i,9,5,7
Cc1ccc(OCCNC(=O)c2ccccc2SCC(=O)N2CCCC2)cc1,.,-5,.,19,2,-1,i,5,-1,5
C=CCNC(=O)COC(=O)c1cc(S(=O)(=O)N2CCOCC2)ccc1N1CCCCC1,-3,5,10,4,-6,-1,i,17,2,2
Cc1ccc2cc(C)c(SCC(=O)NCc3ccco3)nc2c1,4,2,5,7,9,7,i,18,-4,2
O=C(Nc1ccc(C(F)(F)F)cc1)N1CCN(C(=O)c2ccco2)CC1,0,-2,1,-12,-12,3,i,-14,2,-9
O=C(Nc1ccon1)c1ccc(Br)s1,5,-12,5,8,0,3,i,13,-1,8
O=C(O)/C=C/c1ccc(S(=O)(=O)N2CCCCCC2)cc1,1,-1,-3,-6,-3,0,i,25,2,2
COCCN(Cc1cc2cc(C)ccc2n2nnnc12)C(=S)Nc1ccc(C)cc1,-2,-15,-1,12,18,-2,i,1,-5,1
COc1ccc(S(=O)(=O)NCC2CCCN(C(=O)CN3CCCCC3)C2)cc1 (centres undefined),2,-1,3,6,-4,0,i,31,-3,-5
CNC(=O)CCSSCCC(=O)NC,1,-5,1,-4,-3,-1,.,20,2,-1
COc1cc(OC)c2c(c1)S(=O)(=O)C(c1ccccc1)=C2N,0,0,5,-8,-1,-1,i,13,-2,0
O=C(CCS(=O)(=O)c1ccccc1)Nc1ccc(N2CCOCC2)cc1,0,-2,0,3,-4,-2,i,28,1,-2
CC(=O)N(C(C)=O)c1nc2nc(C)cc(C)n2n1,2,3,0,-3,-10,-5,i,11,0,12
C=CCNC(=O)c1onc(CSc2ccncc2)c1C(=O)NCC=C,.,4,6,-25,-15,2,i,-1,0,-3
O=C(CCCC(=O)c1ccccc1)Nc1ccc(O)cc1,5,-5,0,1,3,-2,i,17,1,4
CCN(c1ccccc1)S(=O)(=O)c1ccc(OCC(=O)Nc2cc(C)on2)cc1,0,-1,-6,0,7,-1,i,10,2,12
O=C(c1cc2c(ccc3ccccc32)oc1=O)N1CCCC1,-3,0,4,9,-4,-1,i,1,5,-81
CC(C)(C)NC(=O)c1ccc2c(c1)N(CC(=O)N1CCN(c3ccccc3F)CC1)C(=O)C(C)(C)O2,0,-2,-1,-1,-2,2,.,7,-5,?
CCCCc1ccc(NC(=O)CC(C)C)cc1,0,-11,-6,1,2,-3,i,-1,-1,3
CCC1CN(C(=O)NCc2cccc(OC)c2)c2ccccc2O1 (centres undefined),2,4,1,-6,11,-3,i,28,3,-2
O=C(COc1ccc(/C=N/NC(=O)c2ccc(O)cc2)cc1)Nc1ccc([N+](=O)[O-])cc1,1,-9,7,20,2,2,i,9,1,1
Cc1cc(C)n(CC(=O)NNC(=O)CCCOc2ccc(Cl)c(C)c2)n1,0,-17,1,6,-3,-3,i,29,1,2
O=C(CCC(=O)N1CCOCC1)Nc1nnc(C2CCCCC2)s1,-2,-7,1,-5,-1,1,.,7,-2,-7
O=C(c1ccccc1)c1cccn1CC(=O)N1CCN(C2CCCCC2)CC1,4,13,2,-11,0,.,i,26,0,-2
COc1ccc(C2NC(=O)C(C#N)=C(S)N2c2ccccc2)cc1OC (centres undefined),2,5,.,-8,-6,5,.,31,-1,4
O=C(Nc1cc(Cl)ccc1-n1cncn1)c1ccc(F)c(S(=O)(=O)N2CCOCC2)c1,.,3,8,-10,-3,-4,i,3,1,6
COc1ccccc1CC(=O)N1CCN(c2cccc(C(F)(F)F)c2)CC1,4,-7,.,2,0,-1,i,13,-5,1
O=C(Nc1ccccc1F)c1ccc2nc(N3C(=O)CCC3=O)sc2c1,3,-1,-3,8,4,0,i,18,1,1
CC(=O)Oc1ccc2c(c1)C(=O)c1ccccc1CO2,1,1,44,-12,5,6,i,39,-2,-7
Nc1ccccc1SCC(=O)Nc1ccc(N2CCOCC2)cc1,-1,0,-1,4,-1,0,i,-12,0,5
Cc1ccccc1NC(=O)C1Cc2ccccc2C(=O)O1 (centres undefined),-3,-4,-2,-7,4,-1,i,15,0,-2
CC1=C(C(=O)OC2CCCCC2)C(c2ccc(N(C)C)cc2)NC(=O)N1 (centres undefined),-3,10,-5,24,21,-3,i,7,4,4
C=CCc1cccc(/C=N/NC(=O)C[n+]2ccccc2)c1O,-7,6,7,-1,8,2,i,6,-2,2
CC(C)(C)OC(=O)CNC(=O)c1[nH]cnc1C(=O)NCC(=O)OCc1ccccc1,-2,-8,9,-31,-34,0,i,1,2,3
# New compounds follow.
SMILES,HSP90 inh,Platelet DG rel,Dyrk1A ADPGlo,HSF1 activator,HSF1 inhib,GSK3A inh,PolyA inhibitor,AI-2 QS modul,GSK3B inh,HDAC3 inhib
O=C(Nc1ccc(-c2nc3c(ccc4ccccc43)o2)cc1)c1ccco1,2,-6,11,17,11,0,i,-3,-1,-8
CCC(C)NCCOCCOc1ccc(Cl)c(C)c1C (centres undefined),-1,0,-2,-9,4,7,i,8,-2,-4
CCSc1nnc(NC(=O)C2CCCCC2C(=O)O)s1 (centres undefined),-1,-11,-4,-13,-4,4,i,28,-10,8
CC(C)Cn1c(CN(Cc2ccccc2)Cc2ccccc2)nc2c1c(=O)n(C)c(=O)n2C,5,.,0,.,.,-4,.,.,.,0
O=C(Nc1nc2ccccc2n1CCN1CCCC1)c1ccc(Cl)cc1,-3,.,4,.,.,-3,.,.,.,5
O=C(NCc1ccccc1)NC(=O)c1ccncc1,2,16,3,-13,0,0,i,3,-7,3
COC(=O)CNC(=O)Cc1c(F)cccc1Cl,-2,-8,5,16,-5,-1,i,6,0,-5
CCOC(=O)c1sc(NS(=O)(=O)c2cc(C)ccc2C)nc1C,2,1,-1,-1,-1,-4,i,44,3,5
COc1ccc(CCNC(=O)CS(=O)Cc2nc(-c3ccccc3Cl)oc2C)cc1OC (centres undefined),-2,3,1,5,6,-3,i,1,0,2
O=C(c1cccc(S(=O)(=O)Nc2cccc(C(F)(F)F)c2)c1)N1CCCCC1,-1,-3,-76,5,4,1,i,-3,-1,3
CC(=O)Nc1ccc2nc3c(=O)n(C)c(=O)n(C)c3nc2c1,6,-3,.,5,-3,1,i,1,2,7
Cc1ccc2c(CN3CCCCC3)cc(=O)oc2c1,-2,-2,1,3,3,-4,i,9,1,3
O=C(NCc1ccc2c(c1)OCO2)c1ccc(Br)o1,2,1,-2,-18,0,-1,i,19,-3,2
COc1ccc(CC(=O)NNC(=O)c2nn(Cc3ccccc3)c(=O)c3ccccc23)cc1OC,2,-5,-2,-3,-3,-2,i,7,4,1
CCCc1c(C(=O)OCC)sc(N)c1C#N,0,3,-1,4,3,-5,i,22,3,5

# Some of the compounds tested; rates above refer to the full screens.
